STK33 kinase inh: inhibitors of purified STK33 kinase, primary screen, biochemical, ADP-Glo luminescence, homogeneous, cell-free. inhibition, % at 10 µM. 320,000 compounds, 0.073% hits. MBP phosphorylation;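 active = inhibition at or above 25%, using the most active replicate where run in duplicate; inactive = inhibition below 25%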
Target sequence (Q9BYT3 whole entry, looked up): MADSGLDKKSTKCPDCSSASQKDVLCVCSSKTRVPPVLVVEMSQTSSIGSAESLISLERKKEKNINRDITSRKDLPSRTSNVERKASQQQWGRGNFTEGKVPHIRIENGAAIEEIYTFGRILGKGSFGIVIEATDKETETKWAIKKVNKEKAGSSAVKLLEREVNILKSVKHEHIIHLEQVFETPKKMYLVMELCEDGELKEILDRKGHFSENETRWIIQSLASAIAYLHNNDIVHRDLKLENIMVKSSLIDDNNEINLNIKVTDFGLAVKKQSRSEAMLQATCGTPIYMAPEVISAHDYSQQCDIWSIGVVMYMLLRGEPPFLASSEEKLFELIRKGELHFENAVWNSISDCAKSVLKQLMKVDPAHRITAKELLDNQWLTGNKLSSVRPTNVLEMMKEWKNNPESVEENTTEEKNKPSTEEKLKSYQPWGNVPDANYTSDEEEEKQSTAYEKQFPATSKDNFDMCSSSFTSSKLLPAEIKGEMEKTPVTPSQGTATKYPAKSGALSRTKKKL
Kir21 inh: inhibitors of mouse Kir2.1 inward-rectifier potassium channel | 310,000 compounds, 0.85% hits | HEK293-Kir2.1, FluxOR thallium flux fluorescence; stronger effect = lower value | B-score at 10 µM | Inward rectifier potassium channel 2 (Mus musculus), P35561;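 active = fluorescence ratio B-score at or below minus 3 SD of library scores, with starting-brightness B-score within 2 SD, cut at about -4.2 in these data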;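 note: channel flux triggered by added potassium and thallium sulfate stimulus; B-score of peak minus minimum fluorescence over baseline after thallium stimulus; more negative B-score means stronger Kir2.1 block with less thallium influx; some compounds called inactive have numbers as strong as hits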
Target sequence (P35561 whole entry, looked up): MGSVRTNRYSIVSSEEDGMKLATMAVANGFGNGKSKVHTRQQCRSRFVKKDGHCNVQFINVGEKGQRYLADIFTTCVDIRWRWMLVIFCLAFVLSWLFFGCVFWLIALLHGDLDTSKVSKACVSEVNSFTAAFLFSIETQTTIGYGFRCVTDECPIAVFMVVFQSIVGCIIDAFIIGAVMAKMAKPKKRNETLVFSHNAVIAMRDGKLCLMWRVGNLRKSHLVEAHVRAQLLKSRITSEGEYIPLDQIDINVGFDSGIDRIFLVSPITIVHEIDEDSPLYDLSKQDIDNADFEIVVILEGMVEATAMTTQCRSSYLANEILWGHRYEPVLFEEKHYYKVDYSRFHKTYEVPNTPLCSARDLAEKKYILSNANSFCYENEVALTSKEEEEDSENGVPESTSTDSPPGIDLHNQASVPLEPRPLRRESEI
* = called active by the depositor; · = no result given.

STK33 kinase inh	Kir21 inh	structure
-0.6	1.3	CN(C(=O)c1ccncc1)c1nnc(-c2cccnc2)s1
0.4	1	COc1cccc(CN2CCNC(=O)C2CC(=O)NC2CCCCCCC2)c1 (stereo not given)
-2.1	0.13	Cc1ccc(C(=O)NCC(=O)O)o1
-0.6	0.74	CCCCNS(=O)(=O)c1ccc2nc(SCC(=O)N3CC(C)OC(C)C3)[nH]c2c1 (stereo not given)
-2.2	-0.03	COc1ccc(CONS(=O)(=O)c2ccc(NC(C)=O)cc2)cc1Cl
-1.5	0.02	CCCNC(=O)c1cccc(S(=O)(=O)N2CC3(C)CC2CC(C)(C)C3)c1 (stereo not given)
-0.8	-0.06	O=C(CCN1C(=O)c2ccccc2C1=O)Nc1cccc(F)c1
-1.7	-0.13	COc1cc2c(cc1OC)CN(CC(=O)Nc1ccc(F)cc1)C(C(=O)O)C2 (stereo not given)
-0.7	-1.5	Nc1nnn(CC(=O)N/N=C/c2ccccc2)n1
0.4	0.11	O=C(Nc1ccc(S(=O)(=O)N2CCCC2)cc1)c1ccccc1
-1.7	-1.3	COc1ccccc1C(=O)NNS(=O)(=O)c1ccc(F)cc1
2.0	-1.1	O=C(O)c1ccccc1-c1ccccc1C(=O)Nc1ccc(OC(F)(F)F)cc1
-0.6	0.77	Cc1cccnc1NC(=O)c1ccc2nc(N)sc2c1
-0.5	0.81	CCOc1ccc(/C=N/NC(=O)c2cc3ccccc3cc2OC)cc1
·	-0.19	O=C(c1cc(-c2ccc3c(c2)OCO3)on1)N1CCN(c2ccc(F)cc2)CC1
0.3	0	Cc1ccc(SCc2cc(=O)[nH]c(Nc3nc(C)c4ccc(C)cc4n3)n2)cc1
-0.5	-0.84	Cc1ccc(C)c(CNS(=O)(=O)c2ccc3c(c2)C(C)(C)C(=O)N3C)c1
-2.5	-2.4	Cc1c(NC(=O)C2CCCO2)cccc1[N+](=O)[O-] (stereo not given)
1.4	-0.12	COc1cccc(-c2cc(C(=O)N3CCN(Cc4ccccc4)CC3)no2)c1
-2.1	2.4	Cc1ccc(S(=O)(=O)NN2C(=O)/C(=C/c3ccc(F)cc3)SC2=S)cc1

The last 5 records of the part before are carried over, then new ones follow.
STK33 kinase inh	Kir21 inh	structure
0.3	0	Cc1ccc(SCc2cc(=O)[nH]c(Nc3nc(C)c4ccc(C)cc4n3)n2)cc1
-0.5	-0.84	Cc1ccc(C)c(CNS(=O)(=O)c2ccc3c(c2)C(C)(C)C(=O)N3C)c1
-2.5	-2.4	Cc1c(NC(=O)C2CCCO2)cccc1[N+](=O)[O-] (stereo not given)
1.4	-0.12	COc1cccc(-c2cc(C(=O)N3CCN(Cc4ccccc4)CC3)no2)c1
-2.1	2.4	Cc1ccc(S(=O)(=O)NN2C(=O)/C(=C/c3ccc(F)cc3)SC2=S)cc1
·	0.19	O=C(c1cnsn1)N1CCCC(Nc2ccc(F)c(F)c2)C1 (stereo not given)
-0.4	-1.2	COc1ccc(CCNCC(=O)Nc2ccc(C)c(S(=O)(=O)N(C)C)c2)cc1
-4.3	-0.66	CCC(C)NCc1ccc(C(=O)OC)o1 (stereo not given)
-0.2	0.79	C[C@H](NC(=O)Cc1ccccc1)C(=O)N1CCC2(CC1)NCCc1[nH]cnc12
-0.3	0.91	C/C(=N\NC(=O)c1ccc(Cl)c(Cl)c1)c1cccc(NC(=O)C(C)C)c1
-1.1	1.8	CCOC(=O)c1ccc(NC(=S)Nc2cccc(N)n2)cc1
·	1.7	O=C1COc2ccc(S(=O)(=O)Nc3ccc(OC(F)(F)F)cc3)cc2N1
-0.6	0.11	CCCN1CCC(NC(=O)C2CCCCC2C(=O)O)CC1 (stereo not given)
-1.0	-0.25	CC(=O)NC(CC(=O)NC1CCCc2ccccc21)c1ccccc1 (stereo not given)
-1.1	1.1	CCCn1c(C2CCCN2c2nc(-c3cccc(Br)c3)cs2)nc2cc(Cl)c(Cl)cc21 (stereo not given)
-0.6	-0.87	COC(=O)c1ccc(NC(=O)Cn2nc(SC)n(N)c2=S)cc1
0.9	-0.29	CCn1c(=O)c2cc(C(=O)Nc3cc(C)on3)sc2c2ccccc21
-0.8	1.1	NC(=O)CC[C@@H]1NC(=O)[C@H](CO)NC(=O)c2cc([N+](=O)[O-])cc(I)c2OCC[C@@H](C(N)=O)NC1=O
-1.3	·	COc1cccc(C#Cc2c(C=O)n(C)c3ccccc23)c1
2.6	-2.6	O=C(O)c1ccc(N2C(=O)c3ccc(C(=O)c4cccc([N+](=O)[O-])c4)cc3C2=O)cc1
0.0	·	CC(=O)Nc1ccc(Nc2cc(C)nc(Nc3ccc(NC(C)=O)cc3)n2)cc1
-0.8	·	O=C(Cn1cc(C(F)(F)F)ccc1=O)N1CCc2ccccc21
0.9	0.78	O=c1c2[nH]c3cccc(Cl)c3c2ncn1CCN1CCCCC1
1.1	-0.86	CC(=O)Oc1cc2c(C(=O)NCCCN3CCOCC3)c(C)oc2c2ccccc12
-0.1	-1	O=C(COc1ccccc1Cl)NNC(=O)c1ccc2nc[nH]c2c1

Sorted by formula weight (descending): part of the list above
STK33 kinase inh	Kir21 inh	structure
-1.1	1.1	CCCn1c(C2CCCN2c2nc(-c3cccc(Br)c3)cs2)nc2cc(Cl)c(Cl)cc21 (stereo not given)
-0.4	-1.2	COc1ccc(CCNCC(=O)Nc2ccc(C)c(S(=O)(=O)N(C)C)c2)cc1
-0.2	0.79	C[C@H](NC(=O)Cc1ccccc1)C(=O)N1CCC2(CC1)NCCc1[nH]cnc12

(further entries)
STK33 kinase inh	Kir21 inh	structure
-0.2	0.24	CCOC(=O)c1sc(NC(=O)c2ccc(S(=O)(=O)N3CCCCCC3)cc2)nc1-c1ccccc1
-1.6	0.16	COc1ccccc1C(=O)COC(=O)c1ccccc1O
-2.8	·	O=C(O)c1cccc(S(=O)(=O)N2CC=C(c3ccccc3)CC2)c1
-0.4	0.09	O=[N+]([O-])c1cc2c(cc1CN1CCN(c3ccc(F)cc3)CC1)OCO2
0.6	-0.98	O=C(/C=C/c1ccco1)N(Cc1cccc(Br)c1)C1CCS(=O)(=O)C1 (stereo not given)
0.5	-0.14	O=C(C1=C(O)C(=O)N(c2ncccn2)C1c1ccc(F)cc1)c1ccco1 (stereo not given)
-0.3	0.89	COc1ccccc1C(=O)N1CCN(Cc2cn[nH]c2-c2ccc(F)cc2F)CC1
-2.7	0.27	O=C(O)Cn1c(-c2cscn2)nc2ccccc21
0.7	·	COc1ccc(S(=O)(=O)N(C)C[C@H]2Oc3c(NS(=O)(=O)c4ccc(F)cc4)cccc3C(=O)N([C@H](C)CO)C[C@@H]2C)cc1
-0.6	-0.34	COc1ccc(NC(=O)N2CCN(C(=O)Nc3ccc(OC)cc3)CC2)cc1
0.9	-0.9	O=C(COC(=O)c1ccccc1O)NCCC1=CCCCC1
-0.2	0.91	COc1ccc2c(Cl)c(-c3nnc(SCC(=O)c4ccccc4)n3C)sc2c1
1.3	-1.5	CN(CCC#N)C(=O)COC(=O)c1ccc(CNS(=O)(=O)c2ccc(F)c(Cl)c2)cc1
-0.2	·	CN(c1ccc(OCC(=O)NC2CCC(O)CC2)cc1)S(=O)(=O)c1ccc(Cl)cc1 (stereo not given)
-0.5	1.4	COc1ccc2c(c1)CCc1c(C(=O)NCc3ccc(Cl)cc3)noc1-2
-0.1	·	COc1cc(OC)cc(-c2c(-c3cccs3)c3cc(-c4ccc(OC)cc4F)ccc3n2C)c1
0.8	0.1	O=C(c1ccccc1F)N1CCN(S(=O)(=O)c2ccc3ccccc3c2)CC1
-0.7	-0.31	CCNS(=O)(=O)c1cc(-c2nnc(OC)c3ccccc23)ccc1C
-1.6	-0.42	O=C(Nc1cccc(S(=O)(=O)N2CCCCC2)c1)c1ccc2ccccc2n1
-2.8	1.4	CC(C)OCCCNC(=S)N1CCC(C(=O)c2ccc(Cl)cc2)CC1
-0.4	-1.7	CC(C)CC(C(=O)O)N1C(=O)C2C3c4ccccc4C(c4ccccc43)[C@@H]2C1=O (stereo not given in full)
0.3	1.4	O=C(O)c1cc2cc(F)ccc2[nH]1
-1.0	0.02	COc1cc(OC)c2c(c1)C(=O)OC2OC (stereo not given)
0.1	0.85	COc1cc(C(=O)NNC(=O)c2ccc(NC(=O)C(C)(C)C)cc2)cc(OC)c1OC
-0.2	1.1	Fc1cc(F)cc(NC(=S)N2CCC(c3ccccc3)C2)c1 (stereo not given)
-1.9	·	COc1ccc(S(=O)(=O)N2CCCCC2)cc1NC(=O)CSc1nnc(C2CC2)n1C
-0.6	-1.2	COc1ccc(CCN(C)CC(O)c2ccccc2)cc1OC (stereo not given)
-0.9	-0.15	CC1CC(C)CN(C(=O)CCNC(=O)c2ccccc2Cl)C1 (stereo not given)
-0.4	0.18	CCc1ccc2c(c1)cc(CN(C(=S)Nc1ccccc1)C1CC1)c1nnnn12
-1.1	1.1	CCCN(CCC)C(=O)CC(c1ccccc1)c1cc(Br)ccc1O (stereo not given)
-0.1	0.19	CCSCc1nnc(SCC(=O)Nc2cccc(C(C)=O)c2)n1C
-0.2	-0.49	COc1cccc(S(=O)(=O)Nc2cccc(C(=O)N3CCCC3)c2)c1
·	-0.12	COc1ccc(C(=O)c2ccc(-c3ccc(OC)cc3)nc2)cc1
0.3	-1.2	Cc1cc(N/N=C/c2ccccc2F)c2ccccc2n1
0.3	-0.29	COc1ccc(NC(=O)c2ccc(CN3CCN(c4ccccc4)CC3)cc2)cc1
-0.1	-0.77	O=C(N/N=C/c1cc(Br)ccc1O)c1cccc(N2CCCC2=O)c1
-2.0	-0.26	CCn1nc(CC(=O)Nc2ccc(-n3cnnn3)c(C)c2)c2ccccc2c1=O
1.1	-0.81	Cc1ccc(C)c(Nc2nn3c(=O)c4ccc(C(=O)NCc5cccnc5)cc4nc3s2)c1
-2.6	-2.7	CCN(Cc1ccccc1)C(=O)CSc1nc(C)cc2c1C(=O)OC2
-1.1	0.36	O=C1C2CC=CCC2C(=O)N1Cc1nnc(-c2ccc(Cl)cc2)o1 (stereo not given)
0.9	1.1	Cc1c(CC(=O)O)c(=O)oc2c(C)c(OCc3ccc(F)cc3F)ccc12
0.3	0.12	COc1ccc(C(=O)NCc2ccc(C)cc2)cc1S(=O)(=O)N1CCCc2ccccc21
-1.1	-0.4	CCCCOc1ccc(C2CC(=O)NC2=O)cc1 (stereo not given)
0.4	-0.67	COc1cc(C(=O)NNC(=O)Cc2ccc(S(=O)(=O)N3CCOCC3)s2)cc(OC)c1OC
0.6	-1.3	Fc1ccc(-c2nnc3ccc(N4CCCC4)nn23)cc1
-1.0	0.44	O=c1cc(-c2ccccc2)[nH]c2ccc(F)cc12
-1.0	0.4	S=C(NCC1CCCO1)N1CCN(Cc2ccccc2)CC1 (stereo not given)
-1.5	0.04	c1ccc(-c2nccc(-c3ccc(-n4cnc5ccccc54)cc3)n2)nc1
-1.0	-1.4	CCOC(=O)c1c(C2CC2)csc1NC(C)=O
-0.2	0.69	COc1cccc(N(CC(=O)Nc2cccc(F)c2)S(C)(=O)=O)c1
0.2	-0.66	CCOC(=O)c1c(OCCO)nn(-c2ccccc2)c1N
-1.6	1.6	Cc1cc(=O)n2nc(N3CCCC(C(=O)NCc4ccc(F)cc4)C3)sc2n1 (stereo not given)
-1.7	0.37	COc1cc(C(=O)NC2CCN(CC(=O)NC3CCCCC3C)CC2)cc(OC)c1OC (stereo not given)
-2.7	-0.22	CC(C)(C)OC(=O)N1CCC[C@H]1c1nnc(SCC(=O)Nc2ccc(Br)cc2)o1
0.7	-1.1	NC1=NCc2ccccc21
0.0	1.6	Cc1cccc(C)c1OCC(=O)Nn1c(=O)[nH]c2ccccc2c1=O
-0.9	-1.7	COc1cc(OC)c(N(C)S(=O)(=O)c2cccc(C(=O)OCc3c(C)noc3C)c2)cc1Cl
-0.6	-0.9	CCC(CC)C(=O)Nc1c(C(=O)N2CCN(c3ccccc3)CC2)oc2ccccc12
-0.2	-0.93	CCCc1nnc(SCC(=O)N2CCCC(C)C2)n1CC1CCCO1 (stereo not given)
-5.8	-2.4	O=C(Nc1ccc(O)cc1)c1ccccc1OCc1ccccc1

New compounds follow.
STK33 kinase inh	Kir21 inh	structure
-0.6	0.05	O=C1c2ccccc2C2(c3cc(C(F)(F)F)cc(C(F)(F)F)c3)NCCN12 (stereo not given)
-0.4	-3.7	CCOC(=O)NC(=O)CSc1ccc2ccccc2n1
-0.9	-0.66	O=C(CN(CC1CCCO1)C(=O)CNS(=O)(=O)c1ccc(F)cc1)NCC1CCCO1 (stereo not given)
-1.5	0.3	Cc1nc(SCC(=O)c2c[nH]c3ccccc23)n[nH]1
0.6	-0.21	Cc1cc(Nc2ccc(F)cc2C)n2ncnc2n1
-1.0	1.5	COc1ccc(C2=[N+](C)CCn3cccc32)c(OC)c1
0.4	0.66	COc1ccc(CN(C)CC(=O)NC2CCCc3ccccc32)cc1OC (stereo not given)
-1.3	0.01	O=c1c2ccccc2n2cnnc2n1-c1ccccc1
0.6	0.24	O=C(COC(=O)c1c2ccccc2cc2ccccc12)NCC(F)(F)F
8.4	-1.5	CC1(C)CC(=O)C2=C(C1)NC(=O)NC2c1ccccc1 (stereo not given)
-0.6	0.03	Nc1cc(F)ccc1N1CCCCCC1
0.0	-0.89	Cc1ccc(CN2CCc3[nH]c(=S)[nH]c(=O)c3C2)cc1
0.0	·	CC(Sc1nnc2n1CCCCC2)C(=O)Nc1ccccc1[N+](=O)[O-] (stereo not given)
1.1	0.09	O=C(NNC(=O)C1CCCCC1)c1ccco1

Complete entries as entered above:
`Cc1ccc(CN2CCc3[nH]c(=S)[nH]c(=O)c3C2)cc1` across the screens: STK33 kinase inh: 0.0; Kir21 inh: -0.89
`CC(Sc1nnc2n1CCCCC2)C(=O)Nc1ccccc1[N+](=O)[O-]` (stereo not given) across the screens: STK33 kinase inh: 0.0; Kir21 inh: ·
`O=C(COC(=O)c1c2ccccc2cc2ccccc12)NCC(F)(F)F` across the screens: STK33 kinase inh: 0.6; Kir21 inh: 0.24

Screening data: PubChem BioAssay, several laboratories

The order is random (roughly 0.84% active in at least one column).
